Assay outcomes as filed in PubChem BioAssay.
HRP luminol no ALR = HRP/luminol detection interference without ALR, dose response, artefact control for ALR inhibitor project, biochemical, luminescence, no ALR or DTT; HRP/H2O2 luminol luminescence counterscreen, no ALR; AC50 in µM for hits, for the others activity change, negative = inhibition, % at the top dose, mostly 10 µM; actives 15% (n = 2,500);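 active means signal-lowering compounds whose fitted half-maximal concentration AC50 is no higher than ten times their top tested concentration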;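 further: 0% = median of neutral control wells and -100% = median of quercitin 100 µM wells; many of its hits are not listed in these tables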
* = called active by the depositor. The list is partial, so the mix of outcomes need not match the whole.

Sample of the layout, three compounds:
compound	HRP luminol no ALR
C[C@H](N)CN1CCc2ccc(Br)cc21	-6.5%
NS(=O)(=O)c1ccc(-c2ccc(C=C3C(=O)NC(=O)NC3=O)o2)cc1	3.7%
Cc1ccc(/C=C2\C(=O)NC(=O)N(CCc3ccc(F)cc3)C2=O)s1	2.2%

Main list, previewed entries included:
compound	HRP luminol no ALR
C[C@H](N)CN1CCc2ccc(Br)cc21	-6.5%
NS(=O)(=O)c1ccc(-c2ccc(C=C3C(=O)NC(=O)NC3=O)o2)cc1	3.7%
Cc1ccc(/C=C2\C(=O)NC(=O)N(CCc3ccc(F)cc3)C2=O)s1	2.2%
Cc1cc(C)cc(N2C(=O)NC(=O)/C(=C\C=C\c3ccco3)C2=O)c1	-5.7%
CC1=NN(c2ccccc2)C(=O)C1/C=C1/C(=O)NC(=O)N(c2cc(C)cc(C)c2)C1=O (centres undefined)	0.6%
C=CCN1C(=O)NC(=O)/C(=C/c2cc3c4c(c2)CCCN4CCC3)C1=O	-6.4%
